Abeta yeast res = qHTS for compounds that reverse cellular toxicity of Amyloid beta (A-beta) peptide in yeast: Primary Screen; yeast expressing A-beta42, growth rescue, OD600, 48 h; response scale: 0% DMSO, 100% iron-clioquinol control; Potency, µM (titrated, usually from 46.1 µM), inactives show at the highest dose growth rescue, hits mostly activators; 0.063% of 410,000 active; AID 1347071, 2019; further: nearly all actives have a fitted effect of over 55% in size
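Growth rescue measured by 600 nm absorbance after 48 h yeast culture at 30 C with compound. Values normalized between DMSO and an equimolar ferric chloride plus clioquinol control.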
FUS suppressor = qHTS for Suppressors of FUS Proteinopathy: Primary screen using FUS-linked yeast assay; S. cerevisiae FUS-expressing, growth rescue, OD600, 24 h; Potency, µM (titrated, usually from 76.6 µM), for the others: at the highest dose growth rescue (activation), actives largely listed as activators; 0.24% of 390,000 active; AID 1347120, 2019;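 further: plate controls were DMSO vehicle for no effect and reference control for full effect; nearly all actives have a fitted effect of over 55% in size; some results filed as inactive show a strong effect at the top dose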
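Galactose (2%) drives FUS expression in yeast precultured in raffinose; seeding density OD 0.005. Test compounds incubated 24hr at 30C and 99% humidity before absorbance at 600 nm was measured.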
* marks the source's active call; other numbers are inactive results; ? = inconclusive; [ ] = remark or other dose. The call rests on the fitted dose curve; in most records, active means well fitted activation curve with a large enough effect; inconclusive means small, poorly fitted or top-dose-only effect; inactive means no such curve, though single readings can be large or run the other way. Potency means the concentration at half of the fitted maximal effect.

Sample of the layout, seven compounds:
| Compound | Abeta yeast res | FUS suppressor |
| --- | --- | --- |
| O=C(NCCCc1nc2ccccc2n1Cc1ccc(Cl)cc1Cl)c1ccco1 | 15.2% | 25.5% |
| COc1ccc2nc(C)cc(Nc3ccc(Cl)c(Cl)c3)c2c1 | -10.8% | 22.9% |
| COc1ccccc1N1CCN(C(=O)c2cc3c(=O)n(C)c4ccccc4c3s2)CC1 | -10.0% | 19.9% |
| COc1ccc(-c2nc3c4ccccc4n(CC(=O)N4CCN(c5ccccc5OC)CC4)c(=O)n3n2)cc1 | 2.4% | -21.3% |
| CCOC(=O)c1ccc(N2CCN(c3cc(Cl)ccc3C)CC2)c(NC(=O)Nc2cccc(OC)c2)c1 | -4.4% | -1.2% |
| Cc1ccc(CNC(=O)Nc2cc(C(=O)NCc3ccc(C(C)C)cc3)ccc2N2CCCC2)cc1 | 0.0% | -3.7% |
| O=C(COc1cccc(Cl)c1)N1CCC(c2nc3ccccc3o2)CC1 | 5.2% | 30.4% |

The listing (from the top)
| Compound | Abeta yeast res | FUS suppressor |
| --- | --- | --- |
| O=C(NCCCc1nc2ccccc2n1Cc1ccc(Cl)cc1Cl)c1ccco1 | 15.2% | 25.5% |
| COc1ccc2nc(C)cc(Nc3ccc(Cl)c(Cl)c3)c2c1 | -10.8% | 22.9% |
| COc1ccccc1N1CCN(C(=O)c2cc3c(=O)n(C)c4ccccc4c3s2)CC1 | -10.0% | 19.9% |
| COc1ccc(-c2nc3c4ccccc4n(CC(=O)N4CCN(c5ccccc5OC)CC4)c(=O)n3n2)cc1 | 2.4% | -21.3% |
| CCOC(=O)c1ccc(N2CCN(c3cc(Cl)ccc3C)CC2)c(NC(=O)Nc2cccc(OC)c2)c1 | -4.4% | -1.2% |
| Cc1ccc(CNC(=O)Nc2cc(C(=O)NCc3ccc(C(C)C)cc3)ccc2N2CCCC2)cc1 | 0.0% | -3.7% |
| O=C(COc1cccc(Cl)c1)N1CCC(c2nc3ccccc3o2)CC1 | 5.2% | 30.4% |
| CCOc1ccc(S(=O)(=O)NCC(c2ccc(N(C)C)cc2)N2CCCC2)cc1 (centres undefined) | 0.7% | -14.1% |
| Cc1ccc(CCNS(=O)(=O)c2ccc3c(c2)C(C(C)C)C(=O)N3)cc1 (centres undefined) | -9.6% | 11.4% |
| COc1ccccc1NC(=O)c1ccccc1NC(=O)c1ccccc1 | -67.3%[inhibitor] | 0.8% |
| COc1ccccc1CNC(=O)CCn1cnc2ccccc2c1=O | -16.3% | -3.7% |
| CCC(=O)N1CCc2cc(S(=O)(=O)CCC(=O)N3CCN(c4cc(C)ccc4C)CC3)ccc21 | -4.8% | 1.9% |
| COc1ccc(-c2[nH]c(-c3ccc(C)cc3)nc2SCC(=O)NCC2CCCO2)cc1 (centres undefined) | -0.6% | -3.6% |
| O=C(Cn1cc(SCc2ccccc2Cl)c2ccccc21)N1CCCCCC1 | -3.3% | 36.7% |
| CCOc1cc(-c2cc(C(=O)O)c3c(-c4ccccc4)[nH]nc3n2)ccc1O | -4.3% | -7.7% |
| Oc1c(C(c2ccc(Cl)cc2Cl)N2CCN(c3ccccc3)CC2)sc2nc(-c3ccco3)nn12 (centres undefined) | 26.5% | 2.3% |
| COc1ccccc1NC(=O)CSc1nc(-c2cccc(Cl)c2)nc2c1Cc1c(CO)cnc(C)c1O2 | -8.7% | 21.7% |
| Cc1c(Cl)cccc1NC(=O)CCS(=O)(=O)c1ccc(Br)s1 | -13.4% | 8.3% |
| Cc1ccc(/C=C/c2onc(C)c2S(=O)(=O)N2CCC(C(=O)Nc3ccc(C)c(N(C)C)c3)CC2)cc1 | -8.4% | 6.6% |
| COC(=O)c1ccc(Cn2c(SCc3cccc(C)c3)nc3ccncc32)cc1 | 0.8% | 6.3% |
| CCc1cc(=O)oc2c(C)c(OCC(=O)Nc3ccc(S(=O)(=O)N(CC)CC)cc3)ccc12 | -7.0% | -4.5% |
| CCOc1ccc(CNC(=O)C2CCN(C(=O)c3ccc(-n4ccc5ccccc54)s3)CC2)cc1 | -3.8% | 5.5% |
| COc1ccc(CNc2nc(-c3ccco3)nn2S(=O)(=O)c2ccc(Cl)cc2)cc1OC | ? | -5.0% |
| COc1ccc(S(=O)(=O)N(CC(=O)NCCc2ccccc2)c2ccc(Cl)cc2)cc1 | -10.1% | -2.0% |
| CCc1ccccc1N1CC(c2nc3ccccc3n2CCCOc2ccc(Cl)cc2)CC1=O (centres undefined) | -9.6% | 6.3% |
| Cc1ccc(Cl)cc1N1CCN(S(=O)(=O)c2ccc3oc(=O)c4ncn(C)c4c3c2)CC1 | 5.9% | 1.4% |
| CCOC(=O)CC(=O)CSc1nc2ccsc2c(=O)n1Cc1ccccc1 | -3.4% | 50.1% |
| CC(C)CC(=O)Nc1ccccc1OCc1cc(=O)n2ccccc2n1 | -6.1% | -20.2% |
| CCOC(=O)c1ccc(NC(=O)c2cn(-c3ccccc3)nc2-c2ccc(OC)c(OC)c2)cc1 | -10.3% | 25.1µM* |
| CCc1ccc(CNC(=O)c2cnc3c(C)cccn3c2=O)cc1 | 2.2% | -2.4% |

Later entries
| Compound | Abeta yeast res | FUS suppressor |
| --- | --- | --- |
| Cc1cc(C)cc(NC(=O)c2ccc3c(O)c(S(=O)(=O)c4ccccc4)c(=O)[nH]c3c2)c1 | 15.9% | -1.1% |
| COc1ccc(CN2C(=O)C(NC(=O)c3cccc(C)c3)(C(F)(F)F)N=C2c2ccccc2)cc1 (centres undefined) | -5.4% | 23.1% |
| CCOc1ccccc1NC(=O)c1c2c(nc3ccccc13)C(=O)N(C1CCCCC1)C2 | 1.2% | ? |
| Cn1nnc2c(N3CCN(c4cccc(C(F)(F)F)c4)CC3)ncnc21 | -8.8% | -7.6% |
| COc1cccc(CNC(=O)c2ccc3c(c2)nc2n3CCC(C)C2)c1OC (centres undefined) | -20.0% | 3.5% |
| COc1ccc(Cl)cc1NC(=O)Cn1c(=O)n(Cc2ccco2)c(=O)c2cccnc21 | -13.7% | 10.6% |
| O=c1c2cccnc2n(Cc2ccc(Cl)cc2)c(=O)n1Cc1ccc(F)cc1 | -3.6% | -9.2% |
| Cc1ccc2oc(=O)n(Cc3ccccc3Cl)c2c1 | 3.7% | 16.0% |
| O=C(Nc1ccc2nc(SCC(=O)N3CCOCC3)sc2c1)c1cccc(Cl)c1 | -9.1% | ? |
| CCc1cnc2c(c1SCCC(C)C)c(=O)n(C)c(=O)n2C | -10.4% | 19.3% |
| O=C(NCc1ccccc1)C(=O)NCC(c1cccs1)S(=O)(=O)c1ccccc1 (centres undefined) | 19.3% | -6.1% |
| C=Cc1ccc(Cn2c(C(=O)OC)cc3sc(C)cc32)cc1 | -8.8% | 9.3% |
| Cc1ccc2cc3c(N)nn(C(=O)c4cccc(F)c4)c3nc2c1 | 5.3% | -38.0% |
| Cc1cccc(C(=O)Nc2cc3nn(-c4ccc(C(C)C)cc4)nc3cc2C)c1 | -4.1% | -22.2% |
| CCC(Sc1nc2ncccc2[nH]1)C(=O)Nc1ccccc1F (centres undefined) | -2.7% | 3.2% |
| COc1cc(OC)cc(C(=O)Nc2ccc3c(c2)n(C)c(=O)c(=O)n3C)c1 | -10.2% | -1.7% |
| CCOCCc1nn2c(=O)cc(COC(=O)CNC(=O)c3ccc(C(C)(C)C)cc3)nc2s1 | -7.1% | 44.4% |
| Cc1c(Cl)cccc1NC(=O)c1cc(-c2cccs2)on1 | -26.0% | 9.3% |
| COc1ccc(CN2CCc3c(c(=O)n4ncc(C(=O)N5CCN(c6ccc(F)cc6)CC5)c4n3C)C2)cc1 | ? | ? |
| Cc1ccc(C)c(-c2csc(-c3c(N)c(C(=O)c4ccc5c(c4)OCO5)n4ccccc34)n2)c1 | -12.4% | -9.6% |
| CC(C)NC(=O)Cc1csc2nc(-c3ccccc3)cn12 | -4.8% | -9.2% |
| CCCN(CCC)C(=O)c1c[nH]c2ccc(S(=O)(=O)N(C)c3ccc(OCC)cc3)cc2c1=O | -10.7% | 14.2% |
| CN(C)CCNC(=O)c1ccc2c(c1)NC(=O)C(CS(=O)(=O)Cc1cccc(Br)c1)N2 (centres undefined) | -19.8% | ? |
| Cc1ccc(-n2ccnc(NCc3cccs3)c2=O)cc1C | -7.8% | 19.9% |
| Cc1ccc(CCNS(=O)(=O)c2ccc3c(c2)CCN3C(=O)CCC(=O)O)cc1 | -11.3% | 8.5% |
| Cc1cccc(N2CCN(C(=O)c3ccc4c(c3)CCN4S(=O)(=O)c3ccccc3)CC2)c1C | 11.1% | ? |
| Cc1ccc(CCNC(=O)C2CCN(S(=O)(=O)c3ccc4c(ccn4C)c3)CC2)cc1 | -3.0% | -11.3% |
| CCN(CC)CCNC(=O)c1cc2c(=O)oc3ccc(C)cc3c2s1 | -11.4% | 36.5% |
| Cc1cccc(-c2nc3nc(C)cc(N4CCN(c5ccccc5)CC4)n3n2)c1 | 4.3% | -10.0% |
| Cc1ccc2oc(=O)c3cnn(CC(=O)N4CCN(c5cccc(Cl)c5)CC4)c3c2c1 | -8.2% | -15.7% |

(further entries)
| Compound | Abeta yeast res | FUS suppressor |
| --- | --- | --- |
| Cc1ccccc1Cc1c(C)nc2nc(SCC(=O)N(C)c3ccccc3)nn2c1C | -16.4% | 41.6% |
| CC(=O)N1CCc2cc(Br)cc(S(=O)(=O)CCC(=O)Nc3ccc(C)cc3Cl)c21 | 0.6% | -18.9% |
| Cc1cccc(CC(=O)NC2CC(=O)N(c3ccc4c(c3)OCCO4)C2)c1 (centres undefined) | -15.1% | -20.6% |
| Cc1cn2c(=O)cc(COC(=O)COc3ccc(F)cc3)nc2s1 | -6.2% | 2.2% |
| CC(C)Cn1c(-c2cccc(Br)c2)nc2ccccc21 | -21.1% | -2.7% |
| CC(C)(C)C1CCc2oc3ccc(NS(=O)(=O)c4cc(Cl)ccc4Cl)cc3c2C1 (centres undefined) | -0.6% | 37.2% |
| Cc1ccc(S(=O)(=O)c2cn(Cc3ccc(F)cc3)c3cc(N4CCCC4)c(F)cc3c2=O)cc1 | -6.4% | -21.4% |
| Clc1ccc(CNc2ncnc3onc(-c4ccc(Cl)cc4)c23)cc1 | -11.7% | ? |
| O=C(O)c1ccc2oc(=O)n(Cc3ccccc3)c2c1 | -0.4% | -12.6% |
| CC(C)c1ccc(NC(=O)c2cnn3c(C(F)F)cc(-c4ccccc4)nc23)cc1 | -5.1% | 2.8% |
| CCCCN(CCCC)CCCNC(=O)c1ccc2nc(N3CCCCC3)sc2c1 | 4.5% | -24.8% |
| CCCCc1ccc(NS(=O)(=O)c2cc3c4c(c2)CC(=O)N4CCC3)cc1 | -25.5% | ? |
| Cc1ccc(C)c(CNC(=O)c2cc3ccccn3n2)c1 | -4.3% | 3.0% |
| CCOc1c(Br)cc(C2CC(=O)Nc3cc4c(cc32)OCO4)cc1OC (centres undefined) | 7.8% | -3.2% |
| CCCSCCCNC(=O)c1ccc(C)c(NC(=O)c2nsc3ccccc23)c1 | -3.0% | 6.6% |
| CC(C)(C)OC(=O)N1CCC(c2c(C(=O)NCCN3CCC(Cc4ccccc4)CC3)cnn2-c2cccc(Cl)c2)CC1 | -3.5% | ? |
| COc1cc(CNC(=O)c2ccc3c(c2)N(C)C(=O)C2CCCCN32)cc(OC)c1OC (centres undefined) | 0.1% | 27.6% |
| CC(=O)c1ccc(NC(=O)c2cc(C)nn2-c2ccccc2)cc1 | -1.0% | -7.8% |
| CCOC(=O)c1[nH]c(C)c(CCC(=O)NCc2ccccc2)c1C | -11.5% | -22.0% |
| O=C(Nc1ccc(Cl)cc1F)c1cc(S(=O)(=O)NCc2ccc3c(c2)OCO3)ccc1F | -12.3% | 3.8% |
| COc1ccccc1CNC(=O)CSC1=Nc2ccccc2N=C(c2ccc(F)cc2)C1 | 6.6% | 10.3% |
| Cc1ccc(CN2CCC(CNC(=O)Nc3ccc(Cl)cc3)C2)cc1 (centres undefined) | 0.3% | 16.2% |
| CCc1nnc(SCc2c(F)cccc2Cl)c2cc3sccc3n12 | -17.1% | -19.6% |
| CCOC(=O)C1=C(CN(CC)Cc2ccccc2)NC(=O)NC1c1ccc(Cl)cc1 (centres undefined) | 8.5% | -7.6% |
| CCc1ccc(NC(=O)c2ccc3oc(=O)n(Cc4ccccc4)c3c2)cc1 | 13.7% | 23.3% |
| Cc1cc(C)c(NC(=O)C2CCN(c3nn4c(=O)cc(C)nc4s3)CC2)c(C)c1 | -14.0% | -2.2% |
| O=C1CSC2(C(=O)N(Cc3cccc(C(F)(F)F)c3)c3ccccc32)N1c1ccc(F)c(F)c1 (centres undefined) | -3.1% | ? |
| CCOC(=O)c1ccc(N2CCN(c3cccc(OC)c3)CC2)c(NC(=O)Nc2ccc(OCC)cc2)c1 | -5.5% | 7.8% |
| Cc1nc(N2CCCC2)c2c(C(=O)N3CCN(c4cc(Cl)ccc4C)CC3)c(C)oc2n1 | -6.6% | ? |
| CCOC(=O)C1=C(CN2CCN(c3ccc(Cl)cc3)CC2)NC(=O)NC1c1ccc(OC)cc1 (centres undefined) | -21.7% | -8.0% |

(next part)
| Compound | Abeta yeast res | FUS suppressor |
| --- | --- | --- |
| CCCCN(CC)C(=O)c1cc2c(=O)n3ccccc3nc2n1C | 7.5% | -6.3% |
| COc1ccccc1CCNC(=O)CCCn1c(=O)c2cccn2c2cccnc21 | -12.7% | -12.4% |
| O=C(c1ccc2c(c1)N(Cc1ccc(Cl)cc1)C(=O)c1ccccc1S2(=O)=O)N1CCCCC1 | -6.9% | 2.6% |
| COc1cc(C(=O)Nc2ccc3[nH]c(=O)sc3c2)cc(OC)c1OC | -3.9% | 7.9% |

These rows are one share of the data (hit frequency here may not be typical).
